From PubChem BioAssay
Ecoli WT expand: E. coli BW25113 growth inhibition, expanded screen; OD600 absorbance; growth inhibition, % at 100 µM; hit rate 0.15% among 98,000; AID 710;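 active means growth inhibition above about 50% at one test dose, limit read from the data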;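 further: growth measured after 20 h incubation at 37 °C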
PLAP act: activates human placental alkaline phosphatase; purified PLAP enzyme, luminescent substrate read-out; hits give high values; P05187; activation fold at 20 µM; hit rate 1.2% among 96,000; in the data active means activation fold above about 2
CYP2C9 activ: activators of human CYP2C9 | recombinant CYP2C9, luciferin-H conversion, luminescence; hits give high values; factor 1 = untreated enzyme, 0 = blocked | activation factor at 5 µM | hit rate 1.4% among 96,000 | AID 1024 | P11712;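 active means activation factor of 2 or more for CYP2C9 at a 5 µM dose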;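 further: 0 = sulfaphenazole-blocked wells and 1 = vehicle-only wells; values of inactives mirror those of a sister screen read the other way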
CYP2C19 act: cytochrome P450 2C19 (human) activation; P33261; recombinant CYP2C19, luciferin-H EGE luminescence; hits give high values; 0 = fully inhibited enzyme, 1 = untreated enzyme; activation factor at 5 µM; 96,000 tested, under 10 active;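 active means activation factor of at least 2 at 5 µM in the primary screen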;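 further: 0 = wells with 2.5 mM tranylcypromine and 1 = vehicle-only wells; values of inactives mirror those of a sister screen read the other way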
EphB4 ephrin blk: EphB4-ephrin-B2 interaction antagonism. P54760. EphB4 LBD / TNYL-RAW-Alexa532 peptide, fluorescence polarization. inhibition, % at 7 µM. hit rate 0.15% among 97,000;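 active means inhibition above the screen-wide mean inhibition plus 3 SD, cut at about 15% in these data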;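 further: 0% = DMSO wells and 100% = excess unlabeled TNYL-RAW peptide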
Target sequence (P54760 whole entry, looked up, the tested form may be a part): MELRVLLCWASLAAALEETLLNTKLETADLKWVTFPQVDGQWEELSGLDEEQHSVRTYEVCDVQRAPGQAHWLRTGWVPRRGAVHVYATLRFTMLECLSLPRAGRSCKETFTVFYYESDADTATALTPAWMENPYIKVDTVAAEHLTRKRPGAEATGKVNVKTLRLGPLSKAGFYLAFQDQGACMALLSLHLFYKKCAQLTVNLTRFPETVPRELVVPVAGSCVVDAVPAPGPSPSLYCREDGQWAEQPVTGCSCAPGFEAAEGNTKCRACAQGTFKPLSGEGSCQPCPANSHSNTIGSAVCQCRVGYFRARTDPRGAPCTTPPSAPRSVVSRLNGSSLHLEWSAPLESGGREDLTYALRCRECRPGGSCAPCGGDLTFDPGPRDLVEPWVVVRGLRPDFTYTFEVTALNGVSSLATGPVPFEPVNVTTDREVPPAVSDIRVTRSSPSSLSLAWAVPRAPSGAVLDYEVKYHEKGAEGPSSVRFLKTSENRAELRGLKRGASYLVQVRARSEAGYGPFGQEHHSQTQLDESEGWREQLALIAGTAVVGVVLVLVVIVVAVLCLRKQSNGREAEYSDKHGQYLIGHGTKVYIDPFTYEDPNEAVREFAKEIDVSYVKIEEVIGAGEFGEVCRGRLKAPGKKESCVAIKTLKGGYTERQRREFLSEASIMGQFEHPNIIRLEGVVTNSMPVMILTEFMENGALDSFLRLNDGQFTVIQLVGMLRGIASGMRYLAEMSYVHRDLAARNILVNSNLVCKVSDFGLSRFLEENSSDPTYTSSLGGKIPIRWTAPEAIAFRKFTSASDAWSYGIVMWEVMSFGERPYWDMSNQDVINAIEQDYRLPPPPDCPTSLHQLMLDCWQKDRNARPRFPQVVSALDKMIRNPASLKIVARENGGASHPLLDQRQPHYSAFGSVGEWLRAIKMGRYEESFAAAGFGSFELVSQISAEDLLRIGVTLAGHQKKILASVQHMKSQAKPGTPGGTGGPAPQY
PTK2B oligo ant: Pyk2 (human) oligomerization antagonism | Q293 cells, Pyk2 FERM NanoBiT luminescence; hits give low values | Q14289 | z-score (the deposit names both 25 µM and 10 µM) | hit rate 0.83% among 99,000;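 active means Z-score of -3 or lower, scaled per plate to the spread of control and sample wells; inactive means z-score above -3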;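 further: negative z-score means lost luminescence so less FERM oligomerization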
PostGolgi yeast: growth inhibition of a yeast mutant, post-Golgi transport screen; post-Golgi transport phenotypic cell assay; inhibition, % at 10 µM; hit rate 0.9% among 98,000; in the data active means inhibition above about 30%;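 further: yeast cells grown in 1536-well plates; yeast grown about 18 h at 30C before absorbance read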
CYP2C9 inh: inhibitors of human CYP2C9 | hit rate 20% among 96,000 | CYP2C9 Supersomes, luciferin-H conversion, luminescence | P11712 | inhibition, % at 5 µM;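 active means blocking of liver enzyme CYP2C9 beyond about 50% at 5 µM, limit read from the data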; further: values of inactives mirror those of a sister screen read the other way
CYP2C19 inhib: inhibitors of human CYP2C19; P33261; CYP2C19 Supersomes, luciferin-H EGE luminescence, 30 min; inhibition, % at 5 µM; hit rate 21% among 96,000; AID 778;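 active means CYP2C19 inhibition above a set limit at 5 µM in the primary screen, cut at about 50% in these data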;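 further: plate controls were negative control wells for no effect and 2.5 mM tranylcypromine positive control for full effect; values of inactives mirror those of a sister screen read the other way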
An asterisk follows results filed as active; · = no result given.

[1] Cc1cccc(-n2c(N)cc(=O)nc2SCC(=O)Nc2nnc(CC(C)C)s2)c1
[2] C=CCOc1c(Cl)cc(/C=N/O)cc1OC
[3] Cc1ccc(NC2=NCCCCC2)cc1C
[4] CCOc1ccc(NC(=O)CSc2nc3cccnc3n2CCOC)cc1
[5] CCOC(=O)N1CCC(NC(=O)C2CCN(C(=O)N3CCOc4ccccc43)CC2)CC1
[6] Cc1ccc2nc(-c3cccc(N)c3)oc2c1
[7] CCOc1ccc(CC2c3cc(OCC)c(OCC)cc3CCN2C(=O)c2cc(OC)c(OC)c(OC)c2)cc1OCC (stereo not drawn)
[8] CCOc1ccc(N(C(=O)/C=C/C(=O)Nc2cc(C)on2)C(C(=O)NC2CCCC2)c2ccccc2C)cc1 (stereo not drawn)
assay / compound	1	2	3	4	5	6	7	8
Ecoli WT expand	-7	7	9	-1	-4	0	-13	-2
PLAP act	1.3	1	0.9	1.4	2.1*	0.9	1.6	1.3
CYP2C9 activ	0.8	0.6	1.1	0.8	1	0.7	0.4	0.6
CYP2C19 act	0.8	0	1.1	1	0.9	0.7	0.3	0.5
EphB4 ephrin blk	4	-8	1	3	5	-3	-5	-2
PTK2B oligo ant	·	3.5	-0.37	-0.88	1.2	-1.5	0.06	-1.2
PostGolgi yeast	-6	0	-5	-8	-4	-6	-1	2
CYP2C9 inh	24	39	-7	16	-2	33	60*	44
CYP2C19 inhib	20	98*	-8	2	10	26	65*	48

[9] O=S(=O)(NCC(c1cccnc1)N1CCN(c2ccccc2F)CC1)c1cccs1 (stereo not drawn)
[10] CCOC(=O)c1c(NC(=O)c2ccco2)sc2c1CCCCC2
[11] COc1ccccc1NC(=O)Cc1nn(C)c(=O)c2ccccc12
[12] Cc1cccc(NC(=O)C2CCCN(C(=O)Nc3ccccc3)C2)c1C (stereo not drawn)
[13] O=C1Nc2ccccc2C12Nc1ccccc1S2 (stereo not drawn)
[14] O=C1CC(N2CCN(c3ccccc3Cl)CC2)C(=O)N1c1ccccc1 (stereo not drawn)
[15] O=C(/C=C/c1ccccc1)NC(=S)Nc1ccc(N2CCOCC2)c(Cl)c1
[16] CC(C)=CC(=O)Nc1nnc(-c2ccc(F)cc2)s1
assay / compound	9	10	11	12	13	14	15	16
Ecoli WT expand	-4	-2	-1	-3	7	-2	-15	-5
PLAP act	1.5	1.5	0.9	0.8	1.1	1.1	0.9	0.8
CYP2C9 activ	0.3	0.2	0.8	0.8	0.6	0.7	1	0.9
CYP2C19 act	0.1	0.6	0.7	0.7	0.2	0.6	1	1
EphB4 ephrin blk	1	-3	3	-6	-2	4	4	0
PTK2B oligo ant	·	-0.98	1.1	-0.52	·	0.54	1.6	-0.04
PostGolgi yeast	62*	0	2	-7	-1	2	1	-6
CYP2C9 inh	66*	78*	21	23	38	30	4	9
CYP2C19 inhib	86*	38	31	27	80*	38	-1	5

The list goes on, overlapping the part above by four compounds.
[13] O=C1Nc2ccccc2C12Nc1ccccc1S2 (stereo not drawn)
[14] O=C1CC(N2CCN(c3ccccc3Cl)CC2)C(=O)N1c1ccccc1 (stereo not drawn)
[15] O=C(/C=C/c1ccccc1)NC(=S)Nc1ccc(N2CCOCC2)c(Cl)c1
[16] CC(C)=CC(=O)Nc1nnc(-c2ccc(F)cc2)s1
[17] CCOc1ccc2[nH]c(C)c(CN3CCOCC3)c(=O)c2c1
[18] Cc1ccc(NC(=O)C2CCCN(S(=O)(=O)c3c(C)noc3C)C2)nc1 (stereo not drawn)
[19] CCOC(=O)C(=CNc1cc(C)nn1-c1ccccc1)C(=O)OCC
[20] CC(=O)c1c(N2CCCCC2)nc(=S)n(Cc2ccccc2)c1C
[21] COCCn1c(SCC(=O)Nc2ccc(S(N)(=O)=O)cc2)nc2ccccc21
[22] COc1ccc(S(=O)(=O)Nc2cc(C(=O)NC3CCCCCC3)ccc2N2CCOCC2)cc1
[23] COc1cccc(C2/C(=C(\O)c3c(C)nc4c(C)cccn34)C(=O)C(=O)N2CCCN(C)C)c1OC (stereo not drawn)
[24] O=C(OCC1OC(n2ccc(=O)[nH]c2=O)C(O)C1OC(=O)c1ccccc1)c1ccccc1 (stereo not drawn)
assay / compound	13	14	15	16	17	18	19	20	21	22	23	24
Ecoli WT expand	7	-2	-15	-5	3	-3	-8	6	-4	-10	·	2
PLAP act	1.1	1.1	0.9	0.8	1.2	0.9	1.3	1	1	1.1	1.2	1.2
CYP2C9 activ	0.6	0.7	1	0.9	0.9	0.9	0.4	0.8	0.3	0.5	1	0.6
CYP2C19 act	0.2	0.6	1	1	1	0.9	0.9	0.7	1.2	0.5	1	0.6
EphB4 ephrin blk	-2	4	4	0	-2	8	7	-2	-7	-1	·	1
PTK2B oligo ant	·	0.54	1.6	-0.04	-0.23	0.58	-2.4	1.5	2.5	-0.7	·	0.39
PostGolgi yeast	-1	2	1	-6	3	17	10	-4	1	4	·	-3
CYP2C9 inh	38	30	4	9	6	11	63*	22	68*	52*	-1	35
CYP2C19 inhib	80*	38	-1	5	3	12	14	32	-22	49	-4	38

[25] O=C(Cc1ccc(F)cc1)c1ccc(O)cc1O
[26] O=C(Cn1cnnn1)OCC(=O)c1ccc(Cl)s1
[27] Cc1ccc2c(c1)C1CN(C)CCC1N2C(=O)Nc1ccc(Cl)cc1 (stereo not drawn)
[28] CC1CCN(C(=O)CSc2nc3ccccc3[nH]2)CC1
[29] Cn1c(=O)c2c3c(sc2n2c(SCc4ccc5c(c4)OCO5)nnc12)COC(C)(C)C3
[30] COc1cc2c(cc1OC)-c1cc(OCc3ccccc3Cl)nc(=O)n1CC2
[31] O=C(O)C1CCC(=O)N1Cc1ccccc1Cl (stereo not drawn)
[32] Fc1ccc(COc2ccc(Br)cc2CNCc2ccncc2)cc1
assay / compound	25	26	27	28	29	30	31	32
Ecoli WT expand	18	5	15	6	·	-12	5	27
PLAP act	1	1.1	1	1.1	0.9	0.9	0.9	1.3
CYP2C9 activ	0.6	0.7	1	0.8	0.8	1.1	0.9	0.1
CYP2C19 act	0.5	0.5	0.9	0.3	1	0.9	1	0
EphB4 ephrin blk	6	-1	-1	·	·	-11	·	-5
PTK2B oligo ant	-0.64	0.29	-0.87	0.7	·	-2	-0.32	-0.7
PostGolgi yeast	-3	-2	20	0	·	-3	0	103*
CYP2C9 inh	38	30	-3	25	19	-10	11	89*
CYP2C19 inhib	53*	48	12	74*	-4	6	4	99*

[33] Cc1ccc(-c2nn(-c3ccccc3)cc2/C=N/NC(=O)c2ccc3c(c2)OCO3)cc1
[34] Cc1nn(Cc2cccc(C(=O)Nc3ccn(Cc4c(F)c(F)cc(F)c4F)n3)c2)c(C)c1[N+](=O)[O-]
[35] Cn1c(=O)[nH]c(=O)c2c1nc(SCC(=O)Nc1ccccc1)n2Cc1ccccc1
[36] CCCCOCCCNC(=O)N[C@@H](CC(C)C)C(=O)O
[37] Cc1ccc(SCc2nc3ccccc3n2CC(=O)Nc2ccccc2)cc1
[38] O=C(O)c1cc(NC(=O)C2CCCO2)cc(NC(=O)C2CCCO2)c1 (stereo not drawn)
[39] Cc1ccc(CNC(=O)C(OC(=O)c2ccco2)C(C)C)cc1 (stereo not drawn)
[40] CCN(CC)C(=O)Nc1ccc(C(=O)OC)cc1
assay / compound	33	34	35	36	37	38	39	40
Ecoli WT expand	-9	-16	-2	4	-6	3	3	5
PLAP act	1.3	1.5	0.9	0.9	0.9	0.9	1.1	0.8
CYP2C9 activ	0.2	0.1	0.6	1	0.2	1	0.4	1
CYP2C19 act	0.5	0.1	0.6	0.9	0.4	1	0.1	0.9
EphB4 ephrin blk	-7	-3	4	-4	-5	4	·	0
PTK2B oligo ant	-1.2	-1.1	·	2.3	-1.1	-0.76	0.36	1.1
PostGolgi yeast	-5	-9	5	-2	-18	0	-6	-8
CYP2C9 inh	76*	93*	44	3	84*	-3	61*	1
CYP2C19 inhib	50	86*	43	8	57*	-2	86*	11

[41] CCOC(=O)c1c(NC(=O)Cn2nnc(-c3ccc(Cl)cc3)n2)sc(CC)c1C
[42] CCN1C(=O)/C(=C2/Sc3ccc(OC)cc3N2C)SC1=Nc1cccc(O)c1
[43] CCOC(=O)N1CCN(C(=O)c2nn(-c3cc(OC)cc(OC)c3)c(=O)c3ccccc23)CC1
[44] COc1cccc(C(=O)Nc2cc(C(=O)NCCc3ccccc3)ccc2Cl)c1
[45] CCOC(=O)C1CCN(C(=O)c2oc3ccc(S(=O)(=O)N4CCCCCC4)cc3c2C)CC1
[46] CCCN(CCC)S(=O)(=O)c1ccc2c(c1)CCCN2C(C)=O
[47] CNCc1ccccc1Sc1ccc(OC)cc1
[48] COCC(C)NCc1cccc([N+](=O)[O-])c1 (stereo not drawn)
assay / compound	41	42	43	44	45	46	47	48
Ecoli WT expand	-3	-2	-14	4	-16	6	9	0
PLAP act	1	1	1.2	0.6	1.1	1.4	0.9	0.9
CYP2C9 activ	0.3	0.4	0.2	0.5	0.5	1	0.9	1.1
CYP2C19 act	0.9	0.6	0.4	0.8	0.6	1	0.3	1
EphB4 ephrin blk	3	-2	·	-4	-6	·	-8	-8
PTK2B oligo ant	2	-0.85	·	0.05	1.1	0.38	0.66	-0.46
PostGolgi yeast	6	0	-3	7	-4	19	14	6
CYP2C9 inh	74*	55*	80*	50	54*	-2	10	-9
CYP2C19 inhib	15	36	63*	15	40	2	65*	-4

[49] CCOC(=O)C1CCCN(c2c(NCCN3CCCCC3CC)c(=O)c2=O)C1 (stereo not drawn)
[50] O=c1[nH]ncn2cccc12
[51] CCn1c(SCC(=O)Nc2cc(OC)ccc2OC)nnc1C1CCCCC1
[52] COC(=O)Cc1c(C)nc2nc(NCc3ccc(Cl)cc3)[nH]n2c1=O
[53] Cc1ccc(CN2CCN(CC(=O)NC(C)c3ccc4c(c3)OCCO4)C2=O)cc1 (stereo not drawn)
[54] CCOC(=O)c1c(C)c(C(=O)NC(C)COC)c(C)n1C (stereo not drawn)
[55] O=C(Oc1ccc(F)cc1C(=O)/C=C/c1cccs1)c1cccc([N+](=O)[O-])c1
[56] CCCCOC(=O)C(C)Oc1ccc(=O)n(-c2ccccc2)n1 (stereo not drawn)
assay / compound	49	50	51	52	53	54	55	56
Ecoli WT expand	-5	17	6	8	4	2	-24	5
PLAP act	0.9	0.9	1.7	1.5	1.2	1.2	0.9	0.9
CYP2C9 activ	0.8	1.1	1.1	0.6	0.7	1	0.6	0.8
CYP2C19 act	1	1.1	0.3	1	0.6	1	0.8	0.6
EphB4 ephrin blk	3	-2	1	-1	1	·	8	-3
PTK2B oligo ant	·	-0.84	0.21	-0.16	·	0.28	0.35	·
PostGolgi yeast	4	-4	4	5	-8	-1	2	16
CYP2C9 inh	15	-13	-11	36	33	-4	43	19
CYP2C19 inhib	0	-6	69*	4	40	0	18	35

[57] COc1ccccc1CNCC(O)(c1ccc(Cl)cc1)c1ccc(Cl)cc1
[58] CC1(C)NC(=O)N(CC(O)COc2ccccc2C(=O)N2CCCCC2)C1=O (stereo not drawn)
[59] CC(O)/C=C/c1ccc2ccccc2n1 (stereo not drawn)
[60] Cc1noc(C)c1CSc1nc2ccccc2n1CCc1ccccc1
[61] O=S(=O)(NCCc1ccccn1)c1cccs1
[62] COc1cc2c(cc1NC(=O)Nc1cccc(C)c1)oc1ccccc12
[63] Cc1cccc(C(=O)Nc2nnc(Cc3c[nH]c4ccccc34)s2)c1
[64] CC(C)(C)n1nnnc1C(c1ccc2ncccc2c1)N1CCSCC1 (stereo not drawn)
assay / compound	57	58	59	60	61	62	63	64
Ecoli WT expand	6	-2	0	-6	7	-7	-3	3
PLAP act	0.8	1.4	0.9	1.4	0.9	0.6	1.2	·
CYP2C9 activ	0.8	0.8	1	0.4	1.1	1	1	·
CYP2C19 act	0.7	0.9	0.8	0.4	0.9	1	0.9	·
EphB4 ephrin blk	1	8	·	-1	5	-1	5	-6
PTK2B oligo ant	0.64	-1.1	-0.38	-1.1	-0.08	-1.2	-2.8	-0.11
PostGolgi yeast	3	13	-3	8	-5	4	5	25
CYP2C9 inh	20	17	3	62*	-14	-3	-4	·
CYP2C19 inhib	34	14	23	63*	8	-3	9	·
